V1aR counter – agonists of human V1a receptor, primary screen, counter-screen for OXTR agonist project, fluorescence, CHO-V1R cells; Vasopressin V1a receptor (Homo sapiens), P37288; Fluo-8 calcium fluorescence, agonist mode; 0% DMSO, 100% 3 nM vasopressin; activation, % at 3 µM; actives 0.25% (n = 320,000); AID 2797, 2010;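 active = activation above the mean activation of all tested compounds plus 3 SD, per screening run, cut at about 20% in these data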;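 also: signal is peak over basal fluorescence ratio across a 100 second FLIPR read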
CHO parental Ca – ATP-evoked calcium signal inhibitors, parental CHO, primary screen, counter-screen for OX1R antagonist project, cell-based, fluorescence, Fluo-8 calcium dye | parental CHO-K1, ATP-induced calcium, Fluo-8 fluorescence | inhibition, % at 5.6 µM | actives 0.63% (n = 330,000);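 active = inhibition above that plate's mean sample inhibition plus 3 SD, cut at about 26% in these data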;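 also: 0% = ATP-challenged DMSO wells and 100% = DMSO wells without ATP; some compounds past the cut are filed as inactive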
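test system = CHO parental line | reagent = ATP stimulus | measured by = intracellular calcium via Fluo-8 no-wash fluorescent dye | control set = ATP and no-ATP DMSO wells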
OXTR potentiator – human OXTR potentiators, primary screen, fluorescence, CHO-OTR cells, Fluo-8 calcium; Fluo-8 calcium fluorescence, potentiator mode; 0% = oxytocin EC15, 100% = EC100; activation, % at 3 µM; actives 0.061% (n = 320,000);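 active = activation above that plate's cutoff, the mean activation of tested compounds plus 3 SD, cut at about 6.6% in these data, passing the limit was not always enough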;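 also: 100% uses oxytocin at 75 nM as the full agonist control; some results filed as inactive read as strong as hits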
Target sequence (P30559 whole entry, looked up): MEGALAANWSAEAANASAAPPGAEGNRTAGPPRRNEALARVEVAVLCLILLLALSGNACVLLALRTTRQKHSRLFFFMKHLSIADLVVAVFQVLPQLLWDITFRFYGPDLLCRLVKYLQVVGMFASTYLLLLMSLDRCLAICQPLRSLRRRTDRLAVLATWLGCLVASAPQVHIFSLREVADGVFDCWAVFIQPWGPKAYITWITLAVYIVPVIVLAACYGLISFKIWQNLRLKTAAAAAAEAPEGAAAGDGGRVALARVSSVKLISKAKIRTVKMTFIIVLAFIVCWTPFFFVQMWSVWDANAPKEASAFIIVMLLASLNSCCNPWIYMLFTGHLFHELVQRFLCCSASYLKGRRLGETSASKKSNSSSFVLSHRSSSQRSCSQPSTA
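assay system = CHO-OTR cells, human receptor | schedule = compound 6 min at room temperature before oxytocin, 100 s read | detection = Fluo-8 intracellular calcium fluorescence, ex 470-495, em 515-575 nm | evaluation = normalized max/min fluorescence ratio, % activation | control set = EC15 oxytocin alone as 0%, 75 nM oxytocin (EC100) as 100%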
CHO-K1 Ca antag – M1 antagonist counterscreen hit in parental CHO-K1 cells; ATP-induced calcium, Fluo-8 fluorescence; inhibition, % at 3 µM; actives 0.6% (n = 360,000);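 active = inhibition above a per-plate cutoff, the plate's mean sample inhibition plus 3 SD, cut at about 24% in these data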;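 also: 0% = DMSO plus EC80 ATP and 100% = DMSO alone without ATP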
OXTR agonist – human OXTR agonists, primary screen, fluorescence, CHO-OTR cells, Fluo-8 calcium; AID 2435, 2010; actives 0.32% (n = 320,000); Fluo-8 calcium fluorescence; normalized: DMSO 0%, oxytocin 100%; activation, % at 3 µM; Oxytocin receptor (Homo sapiens), P30559;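 active = activation above the mean of all tested compounds plus 3 SD, cutoff set per screening run, cut at about 20% in these data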;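 also: peak over basal fluorescence ratio from a 100 s FLIPR kinetic read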
M1 PAM parental – nonselective calcium activators in parental CHO-K1 cells, primary screen, counter-screen for M1 PAM project, cell-based, Fluo-8 calcium fluorescence, full deck, 1536-well. ATP EC20; 0% at ATP EC20, 100% at ATP max. activation, % at 3 µM. actives 0.02% (n = 360,000);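 active = activation above the run cutoff, the mean activation of all test compounds plus 3 SD, cut at about 40% in these data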;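 also: peak over basal fluorescence ratio in a 140 s read after ATP addition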
GPR7 antag – GPR7 receptor antagonists, primary screen, cell-based, fluorescence, single concentration. Neuropeptides B/W receptor type 1 (Homo sapiens), P48145. GPR7-expressing cells, fluorescence antagonist assay. actives 1.1% (n = 290,000). inhibition, % at 4.4 µM; in the data active = inhibition above about 16%, passing the limit was not always enough;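 also: cells stimulated with the agonist NPW; 0% = agonist with vehicle and 100% = vehicle without agonist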
Target sequence (P48145 whole entry, looked up): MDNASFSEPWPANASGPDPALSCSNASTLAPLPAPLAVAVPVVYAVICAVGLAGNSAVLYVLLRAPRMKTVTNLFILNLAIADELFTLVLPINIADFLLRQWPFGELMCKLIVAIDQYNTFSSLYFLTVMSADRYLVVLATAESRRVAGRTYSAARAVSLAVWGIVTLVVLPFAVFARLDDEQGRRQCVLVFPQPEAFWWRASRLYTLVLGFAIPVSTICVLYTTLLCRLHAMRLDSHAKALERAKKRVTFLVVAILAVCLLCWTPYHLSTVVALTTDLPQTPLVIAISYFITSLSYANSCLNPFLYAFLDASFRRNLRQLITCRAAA
TAAR1 antagonist – human TAAR1 antagonists, primary screen, Fluo-8 calcium fluorescence, CHO RD-HGA16 cells | AID 624466, 2012 | actives 1.5% (n = 360,000) | antagonist | Trace amine-associated receptor 1 (Homo sapiens), Q96RJ0 | inhibition, % at 3 µM;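 active = inhibition above a per-plate cutoff, the mean inhibition of test compounds on that plate plus 3 SD, cut at about 49% in these data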;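 also: 0% = DMSO plus EC80 beta-PEA response and 100% = DMSO alone without agonist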
Target sequence (Q96RJ0 whole entry, looked up): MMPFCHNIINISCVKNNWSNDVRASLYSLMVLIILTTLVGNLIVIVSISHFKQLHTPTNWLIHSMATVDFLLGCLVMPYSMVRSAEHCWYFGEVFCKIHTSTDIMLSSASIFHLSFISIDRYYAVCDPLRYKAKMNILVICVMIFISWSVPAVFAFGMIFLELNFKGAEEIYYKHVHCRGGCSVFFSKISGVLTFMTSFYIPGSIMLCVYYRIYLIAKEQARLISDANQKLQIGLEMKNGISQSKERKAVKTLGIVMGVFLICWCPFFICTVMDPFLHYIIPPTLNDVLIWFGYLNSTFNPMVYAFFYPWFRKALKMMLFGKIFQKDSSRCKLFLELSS
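test system = CHO RD-HGA16 cells bearing hTAAR1 | replication = singlicate | controls = DMSO-only wells and EC80 β-PEA-stimulated wells | reagent = EC80 β-phenethylamine stimulus | read-out basis = percent inhibition of PEA-evoked calcium signal, max/basal emission ratio | schedule = seeding 17-24 h prior, 75-min 37 °C, 30-min RT dye loading | signal = kinetic Fluo-8 calcium fluorescence measurement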
M1 ag parental – counter-screen for M1 agonists: effect in parental CHO-K1 cells; Fluo-8 calcium fluorescence; scaled to maximal ATP response, vehicle zero; activation, % at 3 µM; actives 0.48% (n = 360,000); AID 602248, 2012; in the data active = activation above about 15%;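 also: untransfected CHO-K1 host cells lacking M1 receptor as counterscreen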
* = called active by the depositor; . = not tested or not shown.

SMILES	V1aR counter	CHO parental Ca	OXTR potentiator	CHO-K1 Ca antag	OXTR agonist	M1 PAM parental	GPR7 antag	TAAR1 antagonist	M1 ag parental
O=C(O)Cc1ccc(NC(=S)NCc2ccco2)cc1	0.3	-11	-2	-6	-0.2	18	-9	-29	0.3
Cc1ccc(NC(=O)COc2coc(CN3CCN(Cc4ccccc4)CC3)cc2=O)cc1	1.7	-13	1	5	2.0	13	.	-9	0.5
COc1cc(OC)cc(-c2c(C#Cc3ccsc3)c3cc(-c4ccc(OC)c(F)c4)ccc3n2C)c1	-0.2	-4	1	-12	0.7	21	.	-9	0.6
C=CCOn1c(=O)c(-c2ccc(F)cc2)[n+]([O-])c2ccccc21	.	.	.	3	.	1	-9	10	0.2
COc1ccc(OC(=O)c2cc3cc(Cl)ccc3oc2=O)cc1	1.3	-4	-2	-3	-0.2	-3	46*	3	0.2
CC(=O)CC[C@@H](C)O[C@@H]1OC(C)[C@H](O)CC1O (stereo partly drawn)	-0.3	-3	0	3	-0.2	-1	.	-16	-0.2
COc1ccc(Nc2nc(N)nc(CN3CCc4ccccc4C3)n2)cc1	0.1	-21	-1	-4	-1.3	1	-14	-8	-0.5
Cc1nn(Cc2ccc(Cl)cc2)c(C)c1NC(=O)C1CC=CCC1C(=O)O (stereo not drawn)	0.4	1	-20	-16	-0.2	15	-12	7	0.5
COc1cccc(Oc2cn[nH]c2-c2ccc(OCC(=O)NN)cc2O)c1	2.3	-11	-12	-3	1.0	1	-20	15	3.7
COc1ccc(/C=N/NC(=O)c2cccc(OC(F)(F)C(F)F)c2)cc1O	-0.5	4	-5	4	-0.7	17	-6	4	2.3

Not a retest: entries from further up.
SMILES	V1aR counter	CHO parental Ca	OXTR potentiator	CHO-K1 Ca antag	OXTR agonist	M1 PAM parental	GPR7 antag	TAAR1 antagonist	M1 ag parental
COc1ccc(Nc2nc(N)nc(CN3CCc4ccccc4C3)n2)cc1	0.1	-21	-1	-4	-1.3	1	-14	-8	-0.5
Cc1nn(Cc2ccc(Cl)cc2)c(C)c1NC(=O)C1CC=CCC1C(=O)O (stereo not drawn)	0.4	1	-20	-16	-0.2	15	-12	7	0.5
COc1cccc(Oc2cn[nH]c2-c2ccc(OCC(=O)NN)cc2O)c1	2.3	-11	-12	-3	1.0	1	-20	15	3.7
COc1ccc(/C=N/NC(=O)c2cccc(OC(F)(F)C(F)F)c2)cc1O	-0.5	4	-5	4	-0.7	17	-6	4	2.3

5 entries from above, as comma-separated lines.
SMILES,V1aR counter,CHO parental Ca,OXTR potentiator,CHO-K1 Ca antag,OXTR agonist,M1 PAM parental,GPR7 antag,TAAR1 antagonist,M1 ag parental
CC(=O)CC[C@@H](C)O[C@@H]1OC(C)[C@H](O)CC1O (stereo partly drawn),-0.3,-3,0,3,-0.2,-1,.,-16,-0.2
COc1ccc(Nc2nc(N)nc(CN3CCc4ccccc4C3)n2)cc1,0.1,-21,-1,-4,-1.3,1,-14,-8,-0.5
Cc1nn(Cc2ccc(Cl)cc2)c(C)c1NC(=O)C1CC=CCC1C(=O)O (stereo not drawn),0.4,1,-20,-16,-0.2,15,-12,7,0.5
COc1cccc(Oc2cn[nH]c2-c2ccc(OCC(=O)NN)cc2O)c1,2.3,-11,-12,-3,1.0,1,-20,15,3.7
COc1ccc(/C=N/NC(=O)c2cccc(OC(F)(F)C(F)F)c2)cc1O,-0.5,4,-5,4,-0.7,17,-6,4,2.3

The list continues.
SMILES	V1aR counter	CHO parental Ca	OXTR potentiator	CHO-K1 Ca antag	OXTR agonist	M1 PAM parental	GPR7 antag	TAAR1 antagonist	M1 ag parental
O=S1(=O)[C@H]2C[C@@H]3C=C[C@@]2(CN1Cc1cccc(C(F)(F)F)c1)O3	-0.4	1	-7	-12	-0.3	17	18	-7	-0.2
Cc1nn(CC(=O)N(C)C2CCS(=O)(=O)C2)c(C)c1[N+](=O)[O-] (stereo not drawn)	0.9	-5	1	12	0.1	-1	.	-9	0.8
COc1cc(/C=N/NC(=O)c2cccc(N3CCCC3=O)c2)ccc1O	2.7	-11	-2	16	0.4	-15	-12	11	0.1
COc1ccc(CNC(=O)CSc2nnnn2-c2ccc(O)cc2)cc1	5.7	-17	-19	-8	4.9	11	-7	1	1.8
CC1CCCC/C1=N\NS(=O)(=O)c1ccc(Br)cc1 (stereo not drawn)	0.5	-16	-2	-12	0.2	22	6	-10	1.0
COc1ccc(C(=O)NCC2(c3ccc(OC)c(OC)c3)CCCC2)cc1OC	.	.	.	-8	.	9	.	-23	0.3
CC(C)c1ccc(NC(=S)NC2CCN(Cc3ccccc3)CC2)cc1	7.0	0	-8	12	10	-3	-1	12	1.3
COc1ccc(Cl)cc1N1C(=O)/C(=C/c2sccc2C)N=C1SCC(=O)NC1CC1	.	.	.	11	.	3	.	-6	0.8
O=C(c1cccc(Oc2c(Cl)cccc2[N+](=O)[O-])c1)N1CCCCC1	0.0	-11	-7	9	0.0	4	-11	22	0.2
COc1ccc(OC2OC3COC(C)(C)OC3C(O)C2NC(C)=O)cc1 (stereo not drawn)	0.2	1	-7	-7	-0.3	23	-1	17	0.4
c1ccc2c(c1)CCN(Cc1nnnn1Cc1ccc3c(c1)OCO3)C2	0.2	-22	-14	-5	0.7	6	14	-3	0.7
CNc1ccc(/C=C2\COc3ccccc3C2=O)cc1[N+](=O)[O-]	0.2	-5	-11	-4	0.6	-8	-11	10	0.3
CC(=O)Oc1ccc(OC(C)=O)c(S(=O)(=O)c2ccc(C)c(C)c2)c1	0.3	-4	-7	1	-1.0	-3	-1	-3	0.6
COc1cccc(C(=O)NCc2ccc(-c3nc4ccccc4s3)cc2)c1	0.4	-4	-1	-6	0.6	0	0	-14	0.2
CC(=O)NC(c1ccc(N(C)C)cc1)c1cc(Cl)c2cccnc2c1O (stereo not drawn)	.	.	.	9	.	2	.	-4	0.5
CCc1ccc(N2CC(C(=O)N3CCCCCC3)CC2=O)cc1 (stereo not drawn)	-0.1	-23	-6	-6	-1.0	0	-4	-34	0.0
COc1ccc(/C=N/Nc2ccc(C(=O)O)cc2)cc1Br	2.7	-6	-17	4	6.2	15	-10	-5	0.3
CCC(c1nnnn1Cc1cccs1)N1CCN(c2nc3ccccc3s2)CC1 (stereo not drawn)	1.8	-14	-9	48*	-0.3	7	7	47	4.5
COc1cc(OC)c(C(=O)NC23CC4CC(CC(C4)C2)C3)cc1OC	0.5	-25	-19	-6	-2.8	14	25	-25	0.5
CC1=NN(c2nc3ccccc3s2)C(O)(C(F)(F)F)C1 (stereo not drawn)	-0.8	-3	-9	-8	-1.8	6	-9	-25	4.4
COc1ccc(-c2oc3ncn4nc(Cc5ccccc5)nc4c3c2-c2ccc(OC)cc2)cc1	1.3	-2	5	-5	1.4	23	-1	7	1.1
NC(=O)C1CCN(C(=O)COc2ccc3c4c(c(=O)oc3c2)CCCC4)CC1	0.5	-17	1	3	0.2	13	-5	2	0.8
CCc1nc2c(OCc3ccc(F)cc3)cccn2c1N(C)C(=O)c1ccncc1	.	.	.	-12	.	12	.	-8	0.1
Cc1ccc2oc(C(=O)Nc3cc(C)on3)c(C)c2c1	-0.1	-11	-10	-15	-0.2	14	.	5	0.3
CNc1cc(-n2nc(C)cc2-c2ccccc2)ncn1	1.1	-3	-3	9	-0.1	-6	3	8	-0.3
CCOC(=O)[C@@H]1[C@H]2COc3ccc(Br)cc3[C@@H]2N2C(=O)N(c3ccc(Br)cc3)C(=O)[C@]12C	1.3	-19	-4	-12	-1.0	5	-16	9	-0.1
COc1ccccc1NC(=S)N(Cc1ccc(Cl)cc1)CC1CCC(C(=O)O)CC1 (stereo not drawn)	-0.1	-2	-23	-3	0.4	-9	-6	3	0.9
NC(=S)C1COc2ccccc2O1 (stereo not drawn)	1.1	6	-2	1	-0.8	13	-12	-53	0.8
COc1ccc(Cl)cc1C(=O)NNC(=S)NC(=O)c1cc(-c2ccc(Cl)cc2)nc2ccccc12	2.6	-2	-17	-4	8.4	2	-3	16	0.1
Cc1cc(Oc2cc(N)cc([N+](=O)[O-])c2)ccc1Cl	-1.1	-12	-4	7	-3.2	-7	-5	14	-0.5
O=C(CSc1nnc(NCc2ccccc2)s1)N1CCOCC1	0.6	-5	-9	3	1.5	8	-4	-10	0.9
COc1ccc(C(=O)NNC(=O)C23CC4CC(CC(C4)C2)C3)cc1OC	0.0	-7	1	-2	0.5	-7	.	-2	0.6
CC(CCc1ccccc1)NCC#N (stereo not drawn)	1.9	-10	-3	-12	1.1	16	-9	-15	-0.3
CC(C)(C)NC(=O)NC(=O)COC(=O)c1cc[n+]([O-])cc1	0.4	-13	-3	-3	1.2	14	-6	0	5.6
Cc1nn(-c2ccccc2)c(-c2ccccc2[N+](=O)[O-])c1C(=O)O	1.5	-8	-4	-10	-0.3	-8	-12	-29	0.6
C/C(=N\NC(N)=S)C1=CCC2C3CC[C@H]4CC(O)CC[C@]4(C)C3CC[C@]12C (stereo partly drawn)	0.4	-14	-5	1	0.2	-2	-16	-15	-0.2
CC(c1nnc(SCC(=O)N(C)C2CCS(=O)(=O)C2)n1-c1ccccc1)N(C)C (stereo not drawn)	1.3	-5	-4	-1	0.8	-8	.	-3	0.3
Cc1nc(N2CCN(C)CC2)c2sc(=S)n(-c3ccccc3)c2n1	0.1	-7	-1	8	-0.8	8	0	0	-0.6
COc1ccc(CN2C[C@@H](CO)O[C@@H](n3cnc4c(N5CCN(CCO)CC5)ncnc43)C2)cc1	.	.	.	-5	.	19	.	-7	0.3
O=C(Cn1nc(-c2ccccc2)ccc1=O)NCC1COCCO1 (stereo not drawn)	1.0	-17	-6	-10	0.2	17	-5	28	0.8
COc1ccc(NC2CCCN(C(=O)COc3ccc(C(C)=O)cc3)C2)cc1 (stereo not drawn)	.	.	.	5	.	-3	.	-17	0.3

One compound at a time (already shown). Order of values: V1aR counter, CHO parental Ca, OXTR potentiator, CHO-K1 Ca antag, OXTR agonist, M1 PAM parental, GPR7 antag, TAAR1 antagonist, M1 ag parental
O=C(Cn1nc(-c2ccccc2)ccc1=O)NCC1COCCO1 (stereo not drawn) across the screens: 1.0, -17, -6, -10, 0.2, 17, -5, 28, 0.8
COc1ccc(C(=O)NNC(=O)C23CC4CC(CC(C4)C2)C3)cc1OC across the screens: 0.0, -7, 1, -2, 0.5, -7, ., -2, 0.6

Outcome played no part in choosing rows; 3.5% or so of the library scored in one or more.
